High-throughput results: PubChem BioAssay, The Scripps Research Institute Molecular Screening Center
FBW7 act – human FBW7 E3 ligase activation, primary screen. AlphaScreen FBW7–phospho-cyclin E peptide binding, activator screen. normalized activity (activation), % at 26.1 µM. Q969H0. 0.13% of 650,000 active. AID 1259310; in the data active means normalized activity above about 1.9%;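 further: purified mutant Fbw7 with reduced substrate affinity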
GPR151 activ – activators of human GPR151; Q8TDV0; PathHunter beta-arrestin GPR151 cells, luminescence; activation, % at 11.2 µM; 1% of 650,000 active; in the data active means activation above about 4.9%;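 further: 0% = median of compound wells and 100% = cells with positive control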
Target sequence (Q8TDV0 whole entry, looked up): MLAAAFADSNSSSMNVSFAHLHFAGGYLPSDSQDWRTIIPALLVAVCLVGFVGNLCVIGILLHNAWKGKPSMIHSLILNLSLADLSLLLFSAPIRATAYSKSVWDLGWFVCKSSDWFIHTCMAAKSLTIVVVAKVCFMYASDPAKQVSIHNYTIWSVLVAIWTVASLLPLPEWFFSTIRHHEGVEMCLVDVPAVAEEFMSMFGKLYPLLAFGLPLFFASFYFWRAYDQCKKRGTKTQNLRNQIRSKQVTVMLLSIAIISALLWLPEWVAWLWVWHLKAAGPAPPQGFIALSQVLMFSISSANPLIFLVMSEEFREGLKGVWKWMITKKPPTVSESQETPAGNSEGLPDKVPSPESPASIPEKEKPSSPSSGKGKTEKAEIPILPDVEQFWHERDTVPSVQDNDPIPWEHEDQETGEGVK
TEAD-YAP inh – TEAD-YAP interaction inhibition | 1.4% of 640,000 active | inhibition, % at 9.12 µM | HEK-TIYL cells, TEAD-Gal4/YAP UAS-luciferase luminescence; in the data active means inhibition above about 32%;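 further: 0% = median of test compound wells and 100% = reference inhibitor wells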
MITF primary – human MITF inhibition, primary screen; AlphaScreen MITF homodimerization, bead proximity signal; AID 1259374; inhibition, % at 2.6 µM; O75030; 0.91% of 650,000 active; in the data active means inhibition above about 50%;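 further: 0% = vehicle wells with protein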
Target sequence (O75030 whole entry, looked up): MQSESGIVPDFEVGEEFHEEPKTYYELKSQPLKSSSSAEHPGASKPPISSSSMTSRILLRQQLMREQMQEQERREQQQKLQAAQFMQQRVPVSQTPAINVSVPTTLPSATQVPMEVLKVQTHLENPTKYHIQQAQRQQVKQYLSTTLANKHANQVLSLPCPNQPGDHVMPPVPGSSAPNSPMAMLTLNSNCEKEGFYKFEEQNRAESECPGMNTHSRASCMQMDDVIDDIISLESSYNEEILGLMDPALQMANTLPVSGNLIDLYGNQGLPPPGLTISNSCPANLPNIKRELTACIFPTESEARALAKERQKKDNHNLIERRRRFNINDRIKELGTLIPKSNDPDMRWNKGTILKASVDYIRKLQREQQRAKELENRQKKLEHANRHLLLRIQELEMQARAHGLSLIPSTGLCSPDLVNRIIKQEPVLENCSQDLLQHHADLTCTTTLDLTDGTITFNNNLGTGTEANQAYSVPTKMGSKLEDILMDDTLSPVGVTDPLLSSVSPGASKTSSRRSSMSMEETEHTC
Numbers without * were called inactive.

Results follow in this order: FBW7 act, GPR151 activ, TEAD-YAP inh, MITF primary
O=C(O)c1c(CNC2CCCCC2)c2ccccc2n1Cc1cccc(F)c1
  -0.1, 0.4, 10, -3
O=c1c2ccccc2nnn1Cc1ccccn1
  0.0, -0.5, -7, -1
CCCNc1ccnc2c(-c3cccc(C(=O)O)c3)cnn12
  0.1, -6.9, 103*, -10
NC1=NN=C(c2ccc([N+](=O)[O-])cc2)CS1
  -0.5, 0.3, 6, 0
COc1c(Cl)cc(Cl)cc1C(=O)Nc1ccc(-c2nn3c(C)nnc3s2)cc1
  0.6, 5.0*, 2, 2
O=C(CSc1nc2ccccc2[nH]1)N1CCc2cc(F)ccc21
  0.1, -0.2, -1, 9
Cn1c(=O)[nH]c(=O)c2c1nc(NCCCO)n2CC(O)COc1ccc(Cl)cc1 (stereo not drawn)
  0.0, 0.6, -6, 16
O=C(NCCNc1ccc([N+](=O)[O-])cc1)c1ccccc1F
  0.6, 0.0, 0, -2
CCN(CCCCCCN)c1ccc2c(=O)[nH][nH]c(=O)c2c1
  -0.1, 0.8, 2, 4
O=[N+]([O-])c1cc(CN2CCOCC2)c2c(c1)OCOC2
  0.1, -0.8, -4, 8

Results in GPR151 activ (5 entries from above):
mol	GPR151 activ
O=c1c2ccccc2nnn1Cc1ccccn1	-0.5
CCCNc1ccnc2c(-c3cccc(C(=O)O)c3)cnn12	-6.9
NC1=NN=C(c2ccc([N+](=O)[O-])cc2)CS1	0.3
COc1c(Cl)cc(Cl)cc1C(=O)Nc1ccc(-c2nn3c(C)nnc3s2)cc1	5.0*
O=C(CSc1nc2ccccc2[nH]1)N1CCc2cc(F)ccc21	-0.2

Profiles as entered above:
CCCNc1ccnc2c(-c3cccc(C(=O)O)c3)cnn12 reads FBW7 act: 0.1; GPR151 activ: -6.9; TEAD-YAP inh: 103*; MITF primary: -10
O=C(CSc1nc2ccccc2[nH]1)N1CCc2cc(F)ccc21 reads FBW7 act: 0.1; GPR151 activ: -0.2; TEAD-YAP inh: -1; MITF primary: 9

More entries follow:
Results follow in this order: FBW7 act, GPR151 activ, TEAD-YAP inh, MITF primary
CCCNc1nc(NC2CCN(Cc3ccccc3)CC2)nc2nc[nH]c12
  0.3, -2.2, 4, 9
Cc1ccc2oc(=O)c3cnn(CC(=O)N4CCCCC4C)c3c2c1 (stereo not drawn)
  0.1, -0.5, -9, -6
O=C(CCc1ccccc1)Nc1ccnn1C1CCN(CC2CC=CCC2)CC1 (stereo not drawn)
  0.7, -0.8, -1, -5
Cc1cc(F)ccc1NS(=O)(=O)c1cc2[nH]c(=O)c(=O)[nH]c2cc1C
  -0.2, -2.4, 1, -2
CC(C)NC(=O)CSc1nc(C(C)C)nc2ccccc12
  -0.3, 0.0, -16, -5
Cc1cc(C)cc(C(=O)Nc2c3c(nn2C(C)(C)C)CS(=O)(=O)C3)c1
  0.0, -0.6, -2, 5
CC(C)NC(=S)Nc1ccc(-c2nnc3n2CCCCC3)cc1
  0.0, -2.0, -2, 10
O=C(Nc1ccc2nc3n(c(=O)c2c1)CCCCC3)C(=O)N1CC=C(c2ccccc2)CC1
  -0.2, 0.8, 4, 5
O=C1CCCc2[nH]nc(-c3ccc(F)cc3)c21
  0.7, -0.7, -6, 11
CCOc1cc(C=O)ccc1OC(=O)c1ccc([N+](=O)[O-])cc1Cl
  0.2, -1.3, 4, 17
O=C(NNC(c1ccccc1)c1ccco1)C(O)(c1ccccc1)c1ccccc1 (stereo not drawn)
  -0.5, -0.2, -7, -5
CCOc1ccc(C2=NC(c3ccc(Cl)cc3)NC(c3cc(Cl)ccc3O)C2)cc1 (stereo not drawn)
  -0.2, -0.8, -29, -4
CCc1nnc(SCc2ccccn2)c2cc3oc(C)cc3n12
  -0.1, 1.1, -18, 17
CCC1Sc2cc(S(=O)(=O)CCC(=O)NC3CCCCC3)ccc2NC1=O (stereo not drawn)
  0.6, -0.1, 14, 0
O=C(/C=C/c1ccc([N+](=O)[O-])cc1)Nc1nnc(C(F)(F)F)s1
  0.7, -2.0, 1, 11
CC(c1ccccc1)C1CC(=O)N(c2ccc([N+](=O)[O-])cc2)C1=O (stereo not drawn)
  -0.1, 0.5, -2, -2
COc1cccc(CN2CCN(Cc3nc(C(C)C)cs3)CC2CCO)c1 (stereo not drawn)
  0.1, -1.9, 0, 17
CC(=O)NC(C(=O)OCC(=O)c1cc(C)c(C)cc1C)C(C)C (stereo not drawn)
  0.5, -0.1, -17, 7
C=CCN(c1ccccc1)S(=O)(=O)c1ccc2[nH]cc(C(=O)NC3CCCCC3)c(=O)c2c1
  0.2, -0.7, -5, 3
O=[N+]([O-])c1cccc(S(=O)(=O)N2CCCCC2)c1
  -0.2, 0.0, -6, 1
COc1ccc(OC)c(NC2OC(=O)c3ccccc32)c1 (stereo not drawn)
  -0.2, -0.7, -2, 12
Cc1cc(N2CCCC2)nc(Nc2ccc(NC(=O)CC(C)C)cc2)n1
  0.1, 1.8, 18, 16
CC(C)Cn1c(C2CC(=O)N(Cc3ccccc3)C2)nc2ccccc21 (stereo not drawn)
  -0.1, 2.0, 8, 9
CCCc1cc(C(=O)Nc2cccc(O)c2)no1
  0.7, -4.7, 74*, 7
O=C(NC1CCCC1)C(c1cccnc1)N(C(=O)c1csnn1)c1ccccc1Cl (stereo not drawn)
  0.0, 0.2, 1, 11
CCCOc1cc(C)cc2oc(=O)cc(C)c12
  0.1, 2.5, -3, -15
O=C(NCCCN1CCOCC1)c1cccc(Cl)c1
  -0.2, 1.5, 6, -3
COc1ccc(OC)c(C2NC(=S)NC(C)=C2C(=O)Nc2ccc(Cl)cc2)c1 (stereo not drawn)
  0.0, 0.2, -6, 2
CC(NC1CCN(c2ccc(C(=O)NCc3cccnc3)cc2)CC1)c1cccs1 (stereo not drawn)
  -0.2, 0.1, -1, 10
Cc1cccc(OCC(=O)N2CCC(C(N)=O)CC2)c1
  -0.1, -0.1, -2, 0
Cc1ccc2c(c1)C(COc1ccccc1)=NNC(c1ccc(Br)cc1)=N2
  0.1, -0.3, -16, -4
CCc1ccc(Nc2cc(C(=O)NCCCN3CCOCC3)c3ccccc3n2)cc1
  0.9, -0.4, -3, 1
CC(=O)N1CC(C)Sc2cc(S(=O)(=O)Nc3ccc(C)cc3Cl)ccc21 (stereo not drawn)
  -0.1, -0.5, 2, 0
COc1cc(C=NCC2OCCc3ccccc32)cc(OC)c1 (stereo not drawn)
  0.0, -0.1, -4, -8
CC(C)CC(CO)NC(=O)c1cnc2scc(-c3ccccc3)n2c1=O (stereo not drawn)
  0.1, 1.4, -10, 3
Cc1nnc2c(N3CCN(c4cccc(C(F)(F)F)c4)CC3)nc3ccccc3n12
  0.0, 0.3, -2, 18
O=C(Nc1cccc2nsnc12)c1cc(Cl)ccc1NS(=O)(=O)c1cccc2nsnc12
  0.0, -1.7, 9, 5
Cc1cc(N2CCOCC2)nc2ccc(NC(=O)Cc3ccccc3Br)cc12
  1.2, 0.0, -16, 11
COc1cccc(-c2ocnc2C(=O)Nc2ccc(N3CCC(C)CC3)c(C(N)=O)c2)c1
  9.2*, 0.3, -6, 7
O=C(C[n+]1ccc2ccccc2c1)Nc1ccccc1
  -0.1, 0.1, -5, -2

Of the compounds above, 3 have two or more sulfur atoms.
Results follow in this order: FBW7 act, GPR151 activ, TEAD-YAP inh, MITF primary
CCC1Sc2cc(S(=O)(=O)CCC(=O)NC3CCCCC3)ccc2NC1=O (stereo not drawn)
  0.6, -0.1, 14, 0
CC(=O)N1CC(C)Sc2cc(S(=O)(=O)Nc3ccc(C)cc3Cl)ccc21 (stereo not drawn)
  -0.1, -0.5, 2, 0
O=C(Nc1cccc2nsnc12)c1cc(Cl)ccc1NS(=O)(=O)c1cccc2nsnc12
  0.0, -1.7, 9, 5

Next section
Results follow in this order: FBW7 act, GPR151 activ, TEAD-YAP inh, MITF primary
O=c1[nH]c(NCc2ccccc2)nc2sc3c(c12)CCCC3
  0.3, 1.8, -13, 15
CCNC(=O)N1CCC2(CC1)OCCc1c2[nH]c2ccccc12
  -0.1, 0.9, -2, 16
Cc1onc(-c2ccccc2)c1C(=O)NCC1Cc2cccc(-c3cncnc3)c2O1 (stereo not drawn)
  0.5, 0.7, 10, 8
CC(=O)Nc1ccc(N(CC(O)Cn2c3ccccc3c3ccccc32)S(C)(=O)=O)cc1 (stereo not drawn)
  0.0, 1.0, -16, -12
COc1ccc(C2C(C(=O)OCc3ccccc3)=C(C)NC3=C2C(=O)CC(C)(C)C3)cc1 (stereo not drawn)
  0.0, 0.1, -6, -4
CC(=O)Oc1cccc(OC(C)=O)c1OC(C)=O
  -0.2, -1.1, -4, 48
NS(=O)(=O)c1ccc(N/N=C2\CCc3ccccc32)c([N+](=O)[O-])c1
  -0.2, 7.5*, 0, 10
COCc1cc(CN2CCN3C(=O)[C@H](CC(C)C)NC(=O)[C@H]3C2)ccc1OC
  -0.1, 0.7, 6, -5
CCn1cc(C(=O)N2CCc3c(nc(N4CCCC4)[nH]c3=O)C2)cn1
  0.0, 0.7, 2, 2
CCc1nc2ccccc2n1CC(O)COc1c(C)cc(C)cc1C (stereo not drawn)
  0.0, 2.1, -8, -9
CCOC(=O)N1CCC(C(=O)NNC(=O)c2ccc(Cl)cc2Cl)CC1
  0.0, 0.3, 12, 16
Cc1ccccc1C(=O)Nc1ccc(C(=O)N/N=C/c2ccccc2O)cc1
  -0.2, 0.6, -2, -4
CC(C)(C)c1ccccc1OCC(O)CN1CCN(c2ccccn2)CC1 (stereo not drawn)
  0.0, -0.7, 2, 6
Cc1nc2ccccc2c2c1C(=O)N(CC(=O)O)C2=O
  -0.1, 0.4, 10, 10
COC(=O)COc1ccc2oc(=O)c(-c3ccccc3)c(C)c2c1
  -0.1, 1.4, -1, 1
CC(=O)Oc1cc(OC(C)=O)c2c(=O)c(-c3ccc4c(c3)OCCO4)c(C)oc2c1
  -0.1, 0.2, 7, 11
Cn1c(=O)[nH]c(=O)c2c1nc(SCC(=O)O)n2Cc1ccccc1Cl
  -0.5, -0.2, -1, 0
CC1CCN(Cc2nnnn2CCCC(=O)NCC2OCCc3ccccc32)CC1 (stereo not drawn)
  -0.1, -0.7, -1, -4
CCN(CC)C(=O)C1CCCN(Cc2c(O)ccc3ccccc23)C1 (stereo not drawn)
  -0.2, -1.1, 1, 2
O=C(COc1ccc(Cl)cc1)NNC(=O)C1COc2ccccc2O1 (stereo not drawn)
  0.0, -0.2, -1, -3
O=C(NC(Cc1ccc(F)cc1)C(=O)O)c1ccccc1 (stereo not drawn)
  0.2, 0.4, 3, 9
CC(C)C(=O)N1CCC(c2nc(-c3ccc(F)cc3)no2)CC1
  -0.1, 0.8, 5, 5
O=C(Nc1cccc2ccccc12)C1CCN(c2nnnn2-c2ccccc2)CC1
  -0.1, 1.6, 2, -15
Cc1ccc(-c2nc(CSCC(=O)NCCN3CCCC3)c(C)o2)cc1
  -0.2, -0.9, 10, 15
COC(=O)C1=C(C)N=c2s/c(=C\c3ccc(OC(C)=O)cc3OC(C)=O)c(=O)n2C1c1cccs1 (stereo not drawn)
  -0.3, 1.3, -9, -3
COC(=O)c1cccc(S(=O)(=O)N2CCC(n3nnc4cc(F)ccc43)CC2)c1
  0.0, 1.8, -1, 2
Clc1ccc(-n2cc(-c3ccccc3)c3c(NCc4ccccc4Cl)ncnc32)cc1
  0.0, -0.4, 8, 4
COc1ccc(N(CC(=O)N2CCCC2)S(=O)(=O)c2ccc(OC)c(OC)c2)cc1
  0.1, 0.5, 7, -14
O=C(O)c1ccccc1C(=O)Nc1nc(-c2cccs2)cs1
  0.1, -0.3, 11, 13
COC(=O)c1ccc(C(=O)NCC2Cc3cccc(-c4ccc(C(=O)OC)cn4)c3O2)cc1 (stereo not drawn)
  0.0, 1.0, -1, 5
CN(C)C(=O)/C=C/c1ccc(Cl)cc1
  0.1, -0.1, -9, -4
COc1cc(/C(C)=N/N2CCN(Cc3ccccc3Cl)CC2)ccc1O
  -0.3, 0.4, 6, -8
COc1cccc(NC(=O)c2cccnc2)c1
  0.0, -2.1, -8, 1
CC(C)CNc1nc(S(=O)(=O)c2ccccc2)c(Cl)s1
  -0.1, 0.9, -7, 3
C=CCNC(=O)C1CC(c2ccc(OC)cc2)=NO1 (stereo not drawn)
  0.1, 0.0, -10, 5
O=C(O)/C(=N\O)c1cn2ccccc2n1
  -0.3, 1.1, 3, -4
COc1ccc(-c2oc3ncn4nc(-c5ccncc5)nc4c3c2-c2ccc(OC)cc2)cc1
  0.7, 0.6, 4, 7
O=Cc1cccc(OCc2ccccc2Cl)c1
  0.8, -2.1, -68, 11
Cc1cccc(N2CCCC2=O)c1
  0.0, 2.2, 3, -16
CCOc1ccc(-c2ccc(SCC(=O)N3CCOCC3)nn2)cc1
  0.0, -0.5, -9, 6
O=C(Nc1ccc(-c2ccco2)cc1)C1CCCN(C(=O)CN2CCOC2=O)C1 (stereo not drawn)
  0.1, -1.7, -9, 13
CCN(CC)C(=O)C1Sc2nnc(C)n2NC1c1ccc(C)cc1 (stereo not drawn)
  0.1, 0.5, -3, 13
O=C(NCc1ccco1)c1ccc(-c2ccc([N+](=O)[O-])cc2)o1
  -0.1, 2.2, 0, 12
O=C(Nc1cccc(C(F)(F)F)c1)C(c1ccccc1)N1CCOCC1 (stereo not drawn)
  0.2, -0.6, -13, 10
Clc1ccc(Nc2ncc(-c3ccsc3)n3ccnc23)cc1
  0.3, 2.0, -6, 16
CC(C)(C)C(=O)Nc1nc2c(s1)CCCC2
  -0.4, 3.7, -41, 0
COC(=O)c1ccc(COC(=O)c2ccc([N+](=O)[O-])cc2)cc1
  -0.2, 1.0, 4, 11
C=C(C)Cn1c(=O)c2c(nc3n2CCCN3c2ccc(Cl)cc2)n(C)c1=O
  0.7, -0.9, -2, 15
